HIV fusion peptide = inhibitors of HIV fusion peptide binding, primary screen, biochemical, uHTS, fluorescence dequenching (AID 1986); cell-free peptide binding, fluorescence dequenching, 30 min; higher % means a stronger effect; inhibition, % at 20 µM, or IC50 in µM where a hit was titrated; 0.3% of 290,000 active; in the data active = inhibition mostly above about 52%, no sharp cut-off; inactive = mostly below about 76%; note: some results filed as inactive read as strong as hits
NOD1 NF-kB reporter = NOD1 signaling inhibitors, primary screen, cell-based, luminescence, uHTS (AID 1578). inhibition, % at 4 µM; hits with a dose series show EC50 in µM. NOD1-driven NF-kB luciferase reporter cells, luminescence; higher % means a stronger effect. 1% of 290,000 active; in the data active = inhibition mostly above about 36%, no sharp cut-off; inactive = mostly below about 34%;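 note: HEK-293T reporter cells stimulated with the NOD1 agonist gamma-tri-DAP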
HEK293 NOD2/NF-kB = NOD2 signaling inhibitors, cell-based, luminescence, uHTS, HEK293 (AID 1566); HEK293 NOD2/NF-kB luciferase reporter, luminescence; higher % means a stronger effect; inhibition, % at 4 µM, or EC50 in µM where a hit was titrated; 0.63% of 290,000 active; note: many of its hits are not listed in these tables
KOR beta-arrestin-1 = KOR antagonists, beta-arrestin recruitment, cell-based, luminescence, uHTS (AID 1778) | one-dose inhibition, % at 10 µM; IC50 in µM for titrated hits | 0.091% of 290,000 active | KOR beta-arrestin recruitment, luminescence, antagonist mode; higher % means a stronger effect | Kappa-type opioid receptor (Homo sapiens); note: strong numbers were not always called active
West Nile virus CPE = West Nile virus antiviral activity, cell-based, CPE readout (AID 1621); 0.02% of 290,000 active; West Nile virus-infected cells, CPE inhibition; higher % means a stronger effect; CPE inhibition, % at 10 µM; hits with a dose series show IC50 in µM; in the data active = a potency from the dose series; inconclusive = CPE inhibition mostly from about 3.7% at the one dose, without a potency; inactive = the rest, 99 in 100 with CPE inhibition below about 2.2%; note: strong numbers were not always called active
NS5 inhibitors = Dengue-2 NS5 methyltransferase inhibitors, primary screen, biochemical, confirmation dose response (AID 588689) | Dengue-2 NS5 methyltransferase capping enzyme assay, biochemical; higher % means a stronger effect | 0.3% of 340,000 active | inhibition, % at 25 µM; hits with a dose series show IC50 in µM; in the data active = a potency from the dose series; inconclusive = inhibition above about 29% without an active follow-up result
AID2073 = inhibitors of Mint1-CaV2.2 protein interaction, biochemical, HTRF (AID 2073). Voltage-dependent N-type calcium channel subunit alpha-1B (Homo sapiens). HTRF protein-protein interaction, Mint1-CaV2.2; higher % means a stronger effect. one-dose inhibition, % at 20 µM; IC50 in µM for titrated hits. 0.19% of 290,000 active; in the data active = inhibition mostly above about 51%, no sharp cut-off; inconclusive = no clear call, values can overlap the other calls; inactive = mostly below about 53%; note: some results filed as inactive read as strong as hits
Yfh1-off respiration = enhancers of respiration in Yfh1-depleted yeast, dose response, Friedreich's ataxia, plus single-dose screen (AID 1465); S. cerevisiae Yfh1-off respiration, WST-1 reduction, 72 h; higher fold induction means a stronger effect; fold induction at 50 µM; hits with a dose series show EC50 in µM; 0.074% of 220,000 active;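 active = fold induction of absorbance versus untreated yeast above a set limit, then at least 30% activation at any dose in follow-up; inconclusive = repeats straddling the limit, or above it without dose testing; inactive = fold induction below the set limit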;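 note: activators that raise dye reduction in frataxin-depleted yeast; strong numbers were not always called active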
KOR beta-arrestin-2 = KOR agonists, beta-arrestin recruitment, primary screen, cell-based, luminescence, uHTS (AID 1777); activation, % at 10 µM, or EC50 in µM where a hit was titrated; KOR beta-arrestin recruitment, luminescence; higher % means a stronger effect; 0.02% of 280,000 active; in the data active = activation above about 50%, passing the limit was not always enough; note: a part of the inactive calls stands beside numbers as strong as those of hits
NS5 inhibitors pilot replicate = further read-out of NS5 inhibitors, marked with its call; inhibition, %; measured here: pilot screen replicate inhibition
* = called active by the depositor; [ ] = another dose, or the depositor's remark. Cut-off read from the data, not from the text of the source, unless noted: active = inhibition above about 50%; inactive = the rest. A portion of the library, so the mix of outcomes need not match the whole.

Screening O=C(c1ccc([N+](=O)[O-])o1)N1CCOCC1 returned HIV fusion peptide -1.7%, NOD1 NF-kB reporter -5%, HEK293 NOD2/NF-kB 1%, KOR beta-arrestin-1 17%, West Nile virus CPE 0.1%, NS5 inhibitors -10%, AID2073 8%, Yfh1-off respiration inactive and KOR beta-arrestin-2 -0.6%.
`O=S1(=O)CC(N2CCOCC2)c2ccccc21` (configuration not stated) gave HIV fusion peptide 1.5%, NOD1 NF-kB reporter 10%, HEK293 NOD2/NF-kB 12%, KOR beta-arrestin-1 -44%, West Nile virus CPE 0.1%, NS5 inhibitors -3%, AID2073 2%, Yfh1-off respiration inactive and KOR beta-arrestin-2 -0.9%.
Screening O=C(O)CCn1cc(/C=C2\NC(=S)N(c3ccccc3)C2=O)c(-c2ccc(Br)cc2)n1 returned HIV fusion peptide 34%, NOD1 NF-kB reporter -39%, HEK293 NOD2/NF-kB -6%, KOR beta-arrestin-1 36%, West Nile virus CPE 0.0%, NS5 inhibitors 3%, AID2073 -2%, Yfh1-off respiration inactive and KOR beta-arrestin-2 -3.5%.
Cc1onc(-c2ccccc2)c1C(=O)NCC1COc2ccccc2O1 (configuration not stated) was read as HIV fusion peptide -0.3%, NOD1 NF-kB reporter 5%, HEK293 NOD2/NF-kB 6%, KOR beta-arrestin-1 0%, West Nile virus CPE 1.0%, NS5 inhibitors -1%, AID2073 -9% and Yfh1-off respiration inactive.
Screening COCCCNC(=O)/C(C#N)=C1\N=C(NC(=O)c2cccs2)c2ccccc21 returned HIV fusion peptide 0.7%, NOD1 NF-kB reporter -12%, HEK293 NOD2/NF-kB 12%, KOR beta-arrestin-1 -4%, West Nile virus CPE -0.6%, NS5 inhibitors -5%, AID2073 -9%, Yfh1-off respiration inactive and KOR beta-arrestin-2 1.4%.
Screening Cc1ccc2c(c1)NC(=O)C(CC(=O)NCCCN1CCCCC1)O2 (configuration not stated) returned HIV fusion peptide -2.1%, NOD1 NF-kB reporter -6%, HEK293 NOD2/NF-kB -3%, KOR beta-arrestin-1 36%, West Nile virus CPE -0.6%, NS5 inhibitors -3%, AID2073 -1%, Yfh1-off respiration inactive and KOR beta-arrestin-2 3.4%.
`Cn1c(=O)cc(SCC(=O)NCc2cccnc2)c2ccccc21` gave HIV fusion peptide 0.3%, NOD1 NF-kB reporter -32%, HEK293 NOD2/NF-kB -8%, KOR beta-arrestin-1 28%, West Nile virus CPE -0.5%, NS5 inhibitors -8%, AID2073 0%, Yfh1-off respiration inactive and KOR beta-arrestin-2 -1.6%.
For [O-]/C(=C(\C(=S)Nc1cccc2ccccc12)[n+]1ccccc1)c1ccc(OC(F)F)cc1 the results were HIV fusion peptide 5.4%, NOD1 NF-kB reporter -31%, HEK293 NOD2/NF-kB 12%, KOR beta-arrestin-1 -51%, West Nile virus CPE 0.3%, NS5 inhibitors 10%, AID2073 15%, Yfh1-off respiration inactive and KOR beta-arrestin-2 4.5%.
`O=C(c1ccco1)N1CCN(C(=O)c2cc3c(=O)oc4ccccc4c3s2)CC1` gave HIV fusion peptide -0.9%, NOD1 NF-kB reporter -29%, HEK293 NOD2/NF-kB 0%, KOR beta-arrestin-1 -16%, West Nile virus CPE inconclusive, NS5 inhibitors 2%, AID2073 1%, Yfh1-off respiration inactive and KOR beta-arrestin-2 1.8%.
Screening O=C(CCCCCn1c(=O)[nH]c2ccsc2c1=O)N1CCCCC1 returned HIV fusion peptide 2.7%, NOD1 NF-kB reporter -26%, HEK293 NOD2/NF-kB 21%, KOR beta-arrestin-1 -22%, West Nile virus CPE 0.0%, NS5 inhibitors -5%, AID2073 1%, Yfh1-off respiration inactive and KOR beta-arrestin-2 -1.0%.
Screening COc1cccc(NC(=O)CCNS(=O)(=O)c2cccc3nonc23)c1 returned HIV fusion peptide -0.3%, NOD1 NF-kB reporter -27%, HEK293 NOD2/NF-kB 5%, KOR beta-arrestin-1 -2%, West Nile virus CPE -0.4%, NS5 inhibitors -17%, AID2073 -6% and KOR beta-arrestin-2 -1.9%.
CC(C)C(NS(=O)(=O)c1cccc2nsnc12)C(=O)NC1CCCCC1 (configuration not stated) was read as HIV fusion peptide -1.0%, NOD1 NF-kB reporter -5%, HEK293 NOD2/NF-kB 4%, KOR beta-arrestin-1 -19%, West Nile virus CPE 0.2%, NS5 inhibitors -8%, AID2073 4% and KOR beta-arrestin-2 4.2%.

Two entries picked at random from the list so far, as already listed:
`O=C(c1ccco1)N1CCN(C(=O)c2cc3c(=O)oc4ccccc4c3s2)CC1` gave HIV fusion peptide -0.9%, NOD1 NF-kB reporter -29%, HEK293 NOD2/NF-kB 0%, KOR beta-arrestin-1 -16%, West Nile virus CPE inconclusive, NS5 inhibitors 2%, AID2073 1%, Yfh1-off respiration inactive and KOR beta-arrestin-2 1.8%.
Screening COCCCNC(=O)/C(C#N)=C1\N=C(NC(=O)c2cccs2)c2ccccc21 returned HIV fusion peptide 0.7%, NOD1 NF-kB reporter -12%, HEK293 NOD2/NF-kB 12%, KOR beta-arrestin-1 -4%, West Nile virus CPE -0.6%, NS5 inhibitors -5%, AID2073 -9%, Yfh1-off respiration inactive and KOR beta-arrestin-2 1.4%.

Other structures:
`Cc1cccc(-n2c(C)c(-c3ccccc3)[nH]c2=S)c1` gave HIV fusion peptide -0.8%, NOD1 NF-kB reporter -40%, HEK293 NOD2/NF-kB -33%, KOR beta-arrestin-1 -66%[20 µM], West Nile virus CPE -0.8%, NS5 inhibitors -6%, AID2073 -9% and KOR beta-arrestin-2 -3.6%.
`CC1CCN(C(c2cc3cc4c(cc3[nH]c2=O)OCO4)c2nnnn2CC2CCCO2)CC1` (configuration not stated) gave HIV fusion peptide 4.5%, NOD1 NF-kB reporter -6%, HEK293 NOD2/NF-kB 0%, KOR beta-arrestin-1 3%, West Nile virus CPE -0.3%, NS5 inhibitors 5%, AID2073 12%, Yfh1-off respiration inactive and KOR beta-arrestin-2 -2.1%.
For Cc1nn(Cc2ccccc2)c(Cl)c1/C=C/C(=O)OC(C)C(=O)N1CCCC1 (configuration not stated) the results were HIV fusion peptide -0.8%, NOD1 NF-kB reporter -21%, HEK293 NOD2/NF-kB 22%, KOR beta-arrestin-1 -49%, West Nile virus CPE -1.5%, NS5 inhibitors -4%, AID2073 -3%, Yfh1-off respiration inactive and KOR beta-arrestin-2 2.4%.
For COc1ccc(/C=N/Nc2nc3ccccc3[nH]2)cc1OC the results were HIV fusion peptide 0.3%, NOD1 NF-kB reporter -47%, HEK293 NOD2/NF-kB -33%, KOR beta-arrestin-1 12%, West Nile virus CPE 1.1%, NS5 inhibitors -6%, AID2073 1%, Yfh1-off respiration inactive and KOR beta-arrestin-2 1.1%.
Cc1ccccc1-c1nc(CS(=O)(=O)CC(=O)NC2CCCCC2C)c(C)o1 (configuration not stated) was read as HIV fusion peptide -1.7%, NOD1 NF-kB reporter 29%, HEK293 NOD2/NF-kB -11%, KOR beta-arrestin-1 -40%, West Nile virus CPE -0.3%, NS5 inhibitors -6%, AID2073 3% and KOR beta-arrestin-2 3.5%.
For CCCC(=O)Nc1c2c(nn1-c1cccc(Cl)c1)CS(=O)(=O)C2 the results were HIV fusion peptide 0.6%, NOD1 NF-kB reporter -10%, HEK293 NOD2/NF-kB 7%, KOR beta-arrestin-1 -13%, West Nile virus CPE -0.4%, NS5 inhibitors -2%, AID2073 9% and KOR beta-arrestin-2 -2.0%.
COc1cccc(C(=O)Nc2cccc(OCC(=O)c3ccccc3)c2)c1 was read as HIV fusion peptide 3.1%, NOD1 NF-kB reporter -15%, HEK293 NOD2/NF-kB -3%, KOR beta-arrestin-1 -2%[20 µM], West Nile virus CPE -0.2%, NS5 inhibitors 1%, AID2073 9%, Yfh1-off respiration inactive and KOR beta-arrestin-2 -3.2%.
Screening COC(=O)c1ccccc1S(=O)(=O)N1CCCC(c2nc3c(nnn3Cc3ccc(C)cc3)c(=O)[nH]2)C1 (configuration not stated) returned HIV fusion peptide 2.4%, NOD1 NF-kB reporter -4%, HEK293 NOD2/NF-kB 12%, KOR beta-arrestin-1 -7%, West Nile virus CPE -0.7%, NS5 inhibitors 5%, AID2073 3% and KOR beta-arrestin-2 0.9%.
Screening COCCn1c(-c2ccc(OC)c(OC)c2)nc2ccccc21 returned HIV fusion peptide -0.4%, NOD1 NF-kB reporter -41%, HEK293 NOD2/NF-kB -6%, KOR beta-arrestin-1 23%, West Nile virus CPE -0.3%, NS5 inhibitors -3%, AID2073 -2%, Yfh1-off respiration inactive and KOR beta-arrestin-2 -0.5%.
`Cn1nc(-c2ccc(Cl)cc2)c2cc(C(=O)NCc3ccco3)sc21` gave HIV fusion peptide -2.5%, NOD1 NF-kB reporter 2%, HEK293 NOD2/NF-kB 16%, KOR beta-arrestin-1 2%, West Nile virus CPE 0.5%, NS5 inhibitors -9%, AID2073 21%, Yfh1-off respiration inactive and KOR beta-arrestin-2 -3.4%.
For O=C1CN(C(=O)c2ccccc2F)C(c2ccccc2)c2cc(F)ccc2N1 (configuration not stated) the results were HIV fusion peptide -0.3%, NOD1 NF-kB reporter 2%, HEK293 NOD2/NF-kB 4%, KOR beta-arrestin-1 -7%, West Nile virus CPE -0.1%, NS5 inhibitors -1%, AID2073 7% and KOR beta-arrestin-2 -1.1%.
Cc1ccc(S(=O)(=O)NN2C(=O)/C(=C\c3ccc(Cl)cc3)SC2=S)cc1 was read as HIV fusion peptide 22%, NOD1 NF-kB reporter -22%, HEK293 NOD2/NF-kB -14%, KOR beta-arrestin-1 -24%, West Nile virus CPE -0.3%, NS5 inhibitors -2%, AID2073 1% and KOR beta-arrestin-2 -3.2%.
COc1ccccc1N1CCN(C(=O)C(Cc2ccccc2)NC(=O)C2CCCCC2)CC1 (configuration not stated) was read as HIV fusion peptide -2.6%, NOD1 NF-kB reporter -22%, HEK293 NOD2/NF-kB 2%, KOR beta-arrestin-1 42%, West Nile virus CPE 2.5%, NS5 inhibitors 0%, AID2073 -1%, Yfh1-off respiration inactive, KOR beta-arrestin-2 -3.0% and NS5 inhibitors pilot replicate 0.3.
Screening CCOc1ccc2nc(NC(=O)c3cnccn3)sc2c1 returned HIV fusion peptide -1.1%, NOD1 NF-kB reporter -69%, HEK293 NOD2/NF-kB -187%, KOR beta-arrestin-1 -4%, NS5 inhibitors -2%, AID2073 24% and KOR beta-arrestin-2 0.0%.
CC1=NN(C(=O)COc2ccc(C)c(C)c2)C(O)(c2ccc(Cl)cc2)C1 (configuration not stated) was read as HIV fusion peptide -1.5%, NOD1 NF-kB reporter -24%, HEK293 NOD2/NF-kB 7%, KOR beta-arrestin-1 -21%, West Nile virus CPE -1.3%, NS5 inhibitors -5%, AID2073 23%, Yfh1-off respiration inactive and KOR beta-arrestin-2 8.0%.
CCOc1ccccc1NC(=O)c1ccc2c(c1)C(=O)N(CC)C2=O was read as HIV fusion peptide -0.4%, NOD1 NF-kB reporter -8%, HEK293 NOD2/NF-kB -2%, KOR beta-arrestin-1 -8%, West Nile virus CPE -0.3%, NS5 inhibitors 2%, AID2073 14% and KOR beta-arrestin-2 3.8%.

Screening results (PubChem BioAssay)
